Source: PubChem
ATXN viability: Viability Counterscreen for Primary qHTS for Inhibitors of ATXN expression. Potency, µM (doses to about 56.7 µM), usual class: cytotoxic. S2 cells (HEK-293 line with an ATXN2-luciferase reporter) viability, CellTiter-Fluor protease fluorescence, 24 h. 400,000 compounds, 0.49% hits. AID 651635, 2014; note: potency is the fitted concentration of half-maximal effect; nearly all actives have a fitted effect of over 40% in size
KB-3-1 cytotox: qHTS assay for MDR1-selective chemotherapeutics: Primary screen using the parental adenocarcinoma cell KB-3-1. KB-3-1 viability, CellTiter-Glo ATP luminescence, 72 h. Potency, µM (series often up to 46.1 µM), without a hit: top-dose activity change, negative = cytotoxic, actives largely listed as cytotoxic. 400,000 compounds, 1.4% hits; note: potency is the fitted concentration of half-maximal effect; % is set by controls: 0 for no effect and ±100 for the full control effect; nearly all actives have a fitted effect of over 60% in size
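KB-3-1 parental drug-naive adenocarcinoma cells in DMEM/10% FBS, incubated 72 h at 37 C with pin-transferred compounds across a concentration series. Viability by CellTiter-Glo luminescence; concentration-response curves fitted after normalization.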
IL-1B inflam inh: qHTS for Inhibitors of Inflammasome Signaling: IL-1-beta AlphaLISA Primary Screen; activity change, % at 57.5 µM; 360,000 compounds, 4.7% hits; THP-1 LPS/ATP IL-1B secretion, AlphaLISA, 16 h; stronger effect = lower value; AID 743279, 2014; in the data active = activity change below about -50%; inconclusive = mostly about -30% to -49%; note: % is set by controls: 0 for no effect and ±100 for the full control effect
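THP-1 cells pretreated 1 hr with compounds (up to 57.5 uM final), then stimulated with LPS (250 ng/mL final) plus ATP (1.25 mM final); secreted IL-1B measured by AlphaLISA after 16 hr, decreased signal indicating inhibition.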
HT1080-NT tox: qHTS for induction of synthetic lethality in tumor cells producing 2HG: qHTS for the HT-1080-NT fibrosarcoma cell line. HT-1080-NT fibrosarcoma viability, CellTiter-Glo ATP luminescence, 48 h. Potency, µM (top dose mostly 46.1 µM), for the others: at the highest dose activity, negative = less viability, hits mostly cytotoxic. 360,000 compounds, 1.6% hits;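 note: NT is the 2HG producing partner of a matched IDH1 knockdown line; potency is the fitted concentration of half-maximal effect; 0% = DMSO-treated cells and -100% = media-only wells without cells; nearly all actives have a fitted effect of over 55% in size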
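Luminescent CellTiter-Glo readout after 48 hours of compound exposure at 37 degrees C defined viability of HT-1080-NT cells. Activity was normalized to DMSO wells and cell-free media wells; concentration-response curves were fitted and assigned curve classes.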
SW480 rerep: A quantitative high throughput screen for small molecules that induce DNA re-replication in SW480 colon adenocarcinoma cells | 340,000 compounds, 1.8% hits | Potency, µM (top dose mostly 46.1 µM), inactives show at the top dose re-replication activation, hits mostly activators | SW480 DNA re-replication, Hoechst DNA content imaging, 48 h | AID 624297, 2012; note: potency is the fitted concentration of half-maximal effect; % of control where 0% means no effect; nearly all actives have a fitted effect of over 55% in size
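Per well, 250 cells were exposed to pinned compound for 48 hr. Nuclear DNA was visualised with Hoechst (40 min, 37 C) and total object intensity recorded by fluorescence scanning.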
HepG2 tox: qHTS for Inhibitors of TGF-b: Cytotox Counterscreen; HepG2 CAGA-GFP viability, ATP luminescence, 18 h; Potency, µM (titrated, usually from 46.1 µM), without a hit: at the top dose activity change, negative = cytotoxicity, most hits filed as cytotoxic; 410,000 compounds, 0.76% hits; AID 588856, 2011; note: potency is the fitted concentration of half-maximal effect; some results filed as inactive show a strong effect at the top dose
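HepG2 CAGA-GFP cells (1000/well, DMEM with 1% FBS) received compound, then TGF-beta at 500 pg/mL final, and were incubated 18 hours at 37 degrees C. Viability was read by CellTiter-Glo luminescence. Media-only wells were set as complete cell-killing and DMSO as no toxicity.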
HT1080 IDH1KD tx: qHTS for induction of synthetic lethality in tumor cells producing 2HG: qHTS for the HT-1080-IDH1KD cell line. HT-1080 IDH1 knockdown viability, ATP luminescence, 48 h. Potency, µM (doses to about 46.1 µM), for inactives: at the highest dose activity, negative = toxicity, most hits filed as cytotoxic. 360,000 compounds, 2% hits;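 note: potency is the fitted concentration of half-maximal effect; 0% = DMSO wells and -100% = cell-free medium wells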
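Viability of IDH1-knockdown HT-1080 fibrosarcoma cells was assessed by CellTiter-Glo after 48 h at 37 °C with titrated compound; concentration-effect curves were classified by fit quality and response size.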
ATXN2 expr inh: Primary qHTS for Inhibitors of ATXN expression; HEK-293 ATXN2-luciferase reporter, luminescence, 24 h; Potency, µM (titrated, usually from 57 µM), for the others: at the top dose activity change, negative = inhibition, usual class: inhibitors; 360,000 compounds, 0.72% hits; AID 1745845, 2022; note: potency is the fitted concentration of half-maximal effect; % is set by controls: 0 for no effect and ±100 for the full control effect; nearly all actives have a fitted effect of over 55% in size
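ATXN2-luciferase reporter cells (luciferase flanked by upstream and downstream ATXN2 gene portions) were treated 24 h at 37 °C with compounds at up to 57 uM. SteadyGlo luminescence gave expression; GF-AFC fluorescence gave viability.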
MCF10A rerep: A quantitative high throughput screen for small molecules that induce DNA re-replication in MCF 10a normal breast cells. MCF 10A DNA re-replication, Hoechst nuclear intensity, 48 h. Potency, µM (titrated, usually from 46.1 µM), for the others: at the highest dose activity, positive = re-replication, hits mostly activators. 350,000 compounds, 2.9% hits. AID 624296, 2012; note: potency is the fitted concentration of half-maximal effect; % of control where 0% means no effect; nearly all actives have a fitted effect of over 50% in size
An asterisk follows results filed as active; i = inactive; ? = inconclusive; / = no result given; [ ] = dose if it differs, or a comment. Unless noted, calls come from the whole dose curve; as a rule, active = well fitted curve in the direction sought with a large enough effect; inconclusive = small, poorly fitted or top-dose-only effect, or another doubt; inactive = no such curve, though single readings can be large; an effect the other way counts as inactive or inconclusive. Hits appear at their usual frequency. About 8.9% of those tested had a hit in this group.

SMILES	ATXN viability	KB-3-1 cytotox	IL-1B inflam inh	HT1080-NT tox	SW480 rerep	HepG2 tox	HT1080 IDH1KD tx	ATXN2 expr inh	MCF10A rerep
NS(=O)(=O)c1cc2c(cc1Cl)NC(c1ccccc1OCC(=O)O)NS2(=O)=O (stereo not given)	i	5%	8	0%	9%	6%	15%	8%	1%
Cc1cccc(N2CCN(C(=O)c3ccc(NS(=O)(=O)c4ccc5[nH]c(=O)[nH]c5c4)cc3)CC2)c1C	?	/	?	-3%	7%	-27%	0%	-4%	?
Cc1cc(N2C(=O)C3CC=CCC3C2=O)no1 (stereo not given)	i	3%	-6	9%	-8%	5%	6%	6%	2%
COc1ccc(NC(=O)c2cc(C3CCCCN3C(=O)CCc3ccccc3)on2)c(C)c1 (stereo not given)	i	0%	-3	3%	/	-24%	3%	16%	/
O=c1c2ccccc2nc(/C=C/c2ccc3c(c2)OCO3)n1CCCO	i	?	-56*	?	3%	-4%	6.5µM*	22%	?
NNC(=O)c1csc(Cc2c(Cl)sc3ccc(Cl)cc23)n1	i	-6%	-17	-18%	-10%	-10%	-8%	-10%	1%
COC(=O)c1c(NC(=S)NN2CCN(C)CC2)sc2c1CCC(C)C2 (stereo not given)	?	?	-69*	18µM*	8%	-40%	16µM*	?	?
CCc1nc(C)cn1S(=O)(=O)c1cc(C)c(OC)cc1C	i	-7%	9	6%	-14%	-25%	-13%	3%	3%
O=C(NC1CCCc2ccccc21)C1CCN(C(=O)c2sccc2-n2cccc2)CC1 (stereo not given)	i	-7%	-21	0%	3%	-26%	-6%	-31%	2%
CC(=O)NC(=S)Nc1ccccc1C(=O)NC1CCCCC1	i	14%	7	11%	-3%	1%	17%	6%	6%
Cc1cccc(N2CCN(C(=O)c3ccc4[nH]c(C)c(C)c4c3)CC2)c1C	i	26µM*	15	?	3.3µM*	-28%	3.7µM*	-25%	2.3µM*
CCOC(=O)CN1C(=O)C(Sc2n[nH]c(-c3ccc(C)cc3)n2)CCc2ccccc21 (stereo not given)	i	-18%	-2	?	0%	-35%	?	-20%	0%

IL-1B inflam inh: hit marks shown above.
SMILES	IL-1B inflam inh	SW480 rerep
O=c1c2ccccc2nc(/C=C/c2ccc3c(c2)OCO3)n1CCCO	-56*	3%
COC(=O)c1c(NC(=S)NN2CCN(C)CC2)sc2c1CCC(C)C2 (stereo not given)	-69*	8%

Other results
SMILES	ATXN viability	KB-3-1 cytotox	IL-1B inflam inh	HT1080-NT tox	SW480 rerep	HepG2 tox	HT1080 IDH1KD tx	ATXN2 expr inh	MCF10A rerep
Cc1ccc(NC2c3ncccc3C(=O)N2C2CCCCC2)cc1C (stereo not given)	?	0%	0	-12%	-1%	-1%	-16%	-2%	-7%
CCc1c(C)sc(NC(=O)OC)c1C(=O)N1CCCCC1	i	4%	-11	4%	-2%	-8%	-1%	-3%	-20%
COc1ccc(OCCc2nnc(N)s2)cc1	i	17%	6	4%	-4%	1%	12%	0%	11%
O=C(NCCN1CCOCC1)c1ccc(/C=C2\Sc3ccccc3N(Cc3ccc(F)cc3)C2=O)cc1	?	-17%	-5	?	662%	-9%	?	?	18µM*
O=C(COC(=O)CNC(=O)C1CCCCC1)Nc1ccccc1OC(F)F	i	/	12	4%	0%	13%	-9%	-6%	?
CC(C)CN(CCNC(=O)CC1Oc2ccccc2NC1=O)CC(C)C (stereo not given)	i	8%	-3	0%	-3%	0%	1%	-10%	10%
CCCCn1c(N)c(N(CC(C)C)C(=O)CSc2ccccc2C)c(=O)[nH]c1=O	i	-7%	2	4%	-12%	-3%	2%	4%	2%
CC(OC(=O)CCCCCN=C1NS(=O)(=O)c2ccccc21)C(=O)Nc1cc(Cl)cc(Cl)c1 (stereo not given)	?	25%	3	-2%	-53%[inhibitor]	-7%	17%	7%	-8%
CCOC(=O)C1C(=O)NC(c2ccccc2)=NC1c1ccc(C(C)C)cc1 (stereo not given)	i	-1%	31	-23%	6%	-26%	-25%	-8%	5%
Cc1oc(-c2cccs2)nc1CN1CC[C@@](O)(c2ccccc2)[C@H]2CCCC[C@@H]21	?	13%	-74*	-29%	-4%	-18%	-29%	-13%	-5%
CC(C)(C)S(=O)(=O)/C(C#N)=N/Nc1ccc(Cl)cc1	?	?	-20	?	1%	-33%	?	?	?
Cc1ccc(S(=O)(=O)N2C[C@H]3C(=O)C[C@@H](c4ccc(Cl)cc4)N(S(=O)(=O)c4ccc(C)cc4)[C@H]3C[C@H]2c2ccc(Cl)cc2)cc1	i	0%	7	8%	/	-12%	18%	3%	/
CCOC(=O)Nc1ccc2c(c1)N(C(=O)CN(C)C)c1ccccc1S2	i	-1%	-7	-15%	/	-19%	-4%	/	/
O=C(CNc1ccccc1OC(F)F)N1CCc2ccccc21	i	6%	7	1%	2%	-2%	3%	14%	23%
CN1C(=S)SC(C)(C)C1(C)NO (stereo not given)	?	17%	-5	16%	-8%	7%	21%	2%	0%
O=C(Nn1c(Cc2cccs2)nc2ccccc2c1=O)c1cccs1	i	2%	4	15%	-4%	3%	6%	2%	-21%
COCCNC(=O)C1CCCN(C(=O)c2cc(C)n(C(C)(C)C)n2)CC1 (stereo not given)	i	0%	16	-1%	/	4%	14%	8%	/
CCOC(=O)C1=C(CSc2nnnn2C)N(C)C(=O)NC1c1ccccc1 (stereo not given)	i	10%	26	-2%	0%	-18%	3%	-3%	1%
CCOC(=O)Cc1n[nH]c(=O)c2ccccc12	i	4%	33	-2%	-11%	-2%	-14%	0%	-7%
COc1ccc(S(=O)(=O)NC(C)C(=O)NCc2ccccn2)cc1OC (stereo not given)	i	5%	3	26%	11%	-5%	11%	-6%	-4%
O=C(Nc1cc(S(=O)(=O)N2CCOCC2)ccc1N1CCCCC1)c1ccccc1	i	-19%	?	-2%	-8%	-5%	-7%	-3%	15%
CCCCC1CC1C(=O)Nc1ncc2c(n1)CC(C)(C)CC2=O (stereo not given)	?	?	2	-6%	-7%	-12%	15%	-5%	2%
CN(CC1COc2ccccc2O1)C(=O)Cn1cc(C(F)(F)F)ccc1=O (stereo not given)	i	0%	17	9%	-12%	-2%	7%	8%	10%
COc1ccc(/C=C2\SC(=O)N(CC(=O)NCCCn3ccnc3)C2=O)cc1	i	2%	-17	11%	-7%	2%	-2%	36%	?
O=C(CSc1nc2ccccc2c(=O)[nH]1)Nc1ccc(N2CCOCC2)c(Cl)c1	/	-5%	8	-2%	-11%	-32%	-21%	-6%	14%
CC(=O)NCCc1nc2cc(NC(=O)c3ccc([N+](=O)[O-])cc3)ccc2n1C	i	20%	44	1%	-3%	-35%	17%	22%	1%
CC1CCN(c2c(NCc3ccc(C(=O)N4c5ccccc5CC4C)cc3)c(=O)c2=O)CC1 (stereo not given)	?	?	-1	-12%	-1%	-27%	-3%	?	15%
CCN(c1ccccc1)S(=O)(=O)c1cc(NC(=O)Nc2ccccc2C#N)ccc1Cl	i	-8%	-10	-11%	-11%	4%	-22%	-10%	3%
CN(Cc1ccc(F)cc1)C(=O)c1cc(S(=O)(=O)N2CCCCC2)ccc1N1CCOCC1	i	-3%	-5	-14%	1%	-76%	-12%	1%	4%
CCN(c1ccccc1)S(=O)(=O)c1ccc2[nH]c(=O)[nH]c2c1	i	5%	69	-17%	-5%	0%	-17%	-1%	-8%
CC(C)(C)OCC(NC(=O)C(CC(N)=O)NC(=O)OC(C)(C)C)C(=O)OC(C)(C)C (stereo not given)	i	-15%	-11	0%	0%	-9%	2%	1%	831%[0.0737 µM]
C=CCn1c(SCC(=O)Nc2ccc(-c3nc4ccc(C)cc4s3)cc2)nnc1-c1ccccc1	?	3%	0	-1%	10µM*	-55%	?	-5%	4.1µM*
COc1cc(/C=N/Nc2nc(C)cc(C)n2)cc(OC)c1OC	i	1%	12	11%	3%	-11%	4%	/	-6%
COCCCn1c(SCC(=O)Nc2oc(C)c3c(C)n[nH]c(=O)c23)nc2sc3c(c2c1=O)CCC3	i	?	-9	-15%	5%	4%	-1%	-6%	17%
O=C(COC(=O)c1cc(-c2cccs2)nn1-c1ccccc1)Nc1ccc(Cl)c([N+](=O)[O-])c1	i	-4%	1	14%	/	6%	2%	-8%	-3%
CC(C)(C)OC(=O)N1CCC(c2c(C(=O)NC3CC3)cnn2-c2ccccc2)CC1	i	10%	37	?	-13%	-2%	22%	-14%	0%
CCOC(=O)N1CCC(NC(=O)c2cnn(-c3ccc(C)cc3C)c2C2CCN(C(=O)OC(C)(C)C)CC2)CC1	i	2%	/	/	/	3%	/	2%	/
CCOC(=O)C(Cc1ccccc1)NC(=O)CCC(=O)c1ccc(OC)cc1 (stereo not given)	i	1%	0	2%	0%	-14%	-4%	/	-1%
O=C(O)CCC(=O)N1CCc2cc(S(=O)(=O)N3CCN(c4ccc(F)cc4)CC3)ccc21	?	-5%	10	-3%	-13%	0%	-1%	-24%	-1%
CCOC(=O)C1=C(C)N=c2sc(=Cc3cc(Cl)c(OCC(=O)O)c(OC)c3)c(=O)n2C1c1ccccc1Cl (stereo not given)	?	-9%	3	?	/	-13%	-9%	?	/
O=C(COC(=O)c1ccc(NS(=O)(=O)c2cccs2)cc1)NCC1CCCO1 (stereo not given)	i	-20%	0	16%	?	-20%	15%	18%	-2%
